A-T KAP1 phos: qHTS Assay for Identifying a Potential Treatment of Ataxia-Telangiectasia | […] A-T fibroblasts, KAP-1 phosphorylation AlphaLISA; neocarzinostatin DNA damage 30 min before lysis | Potency, µM (series often up to 57.5 µM), for the others: top-dose activation, usual class: activators | 0.19% of 320,000 active | AID 485349, 2010; note: potency is the fitted concentration of half-maximal effect; % of control where 0% means no effect; nearly all actives have a fitted effect of over 45% in size
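hTERT-immortalized A-T patient fibroblasts ([…]), 500 cells/well in OPTI-MEM, 1% FBS, got compounds for 60 min, then NCS for 30 min at 37C. Lysates were then assayed for phospho-KAP-1 by AlphaLISA (anti-pKAP1 donor, anti-KAP1 acceptor beads), 6 hr at 25C.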
Mito fusion act: qHTS Assay for Small Molecule Inhibitors of Mitochondrial Division or Activators of Mitochondrial Fusion | S. cerevisiae fusion-defective mutant growth rescue, CellTiterGlo 48 h | Potency, µM (doses to about 46.1 µM), for the others: at the highest dose growth rescue (activation), actives largely listed as activators | 0.23% of 320,000 active | AID 485298, 2010;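 note: potency is the fitted concentration of half-maximal effect; % of control where 0% means no effect; nearly all actives have a fitted effect of over 45% in size; temperature-sensitive fusion mutants such as fzo1-1 at 37 °C on non-fermentable ethanol glycerol medium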
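S. cerevisiae fusion-defective temperature-sensitive mutants (e.g. fzo1-1, mgm1-5) grown 48 h at 37C in YPEG (ethanol/glycerol non-fermentable) medium with 23 nl compound per well; growth rescue read as CellTiterGlo luminescence.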
ELG1 repair inh: qHTS screen for small molecules that inhibit ELG1-dependent DNA repair in human embryonic kidney (HEK293T) cells expressing luciferase-tagged ELG1; HEK293T ELG1-luciferase reporter, luminescence, 16 h; DNA damage induced by 5-fluorouridine; Potency, µM (top dose mostly 46.1 µM), for the others: top-dose activity change, negative = inhibition, actives largely listed as inhibitors; 2.3% of 330,000 active; AID 504467, 2011; note: potency is the fitted concentration of half-maximal effect; % is set by controls: 0 for no effect and ±100 for the full control effect; nearly all actives have a fitted effect of over 55% in size
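DMSO vehicle served as the neutral condition. Each well held 2,000 cells given 5-fluorouridine plus compound; after 16 hr at 37 °C/5% CO2, ONE-Glo was added and luciferase measured 30 min later.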
a7 integrin act: qHTS for Activators of Integrin-Mediated Alleviation for Muscular Dystrophy | AID 624291, 2012 | Potency, µM (top dose mostly 38.3 µM), for the others: top-dose activation, usual class: activators | 0.064% of 350,000 active | alpha7betagal myoblasts, beta-gal FDG fluorescence, 48 h;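 note: potency is the fitted concentration of half-maximal effect; 100% = response of the positive control SU9516; nearly all actives have a fitted effect of over 60% in size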
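alpha7betagal+/- myoblasts (passage 13, 250/well) treated 48 h at 37C with compounds at 1:260 dilution of DMSO stock. Lysed, then beta-galactosidase activity read as FDG fluorescence (ex 480/em 540) after 30 min, with pre-read for autofluorescence.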
TSG101-PTAP inh: qHTS Assay for Iinhibitors of HIV-1 Budding by Blocking the Interaction of PTAP/TSG101; AID 493005, 2010; Tumor susceptibility gene 101 protein (Homo sapiens), Q99816; 340,000 tested, under 10 active; Potency, µM (series often up to 115 µM), without a hit: at the top dose activity change, negative = inhibition, actives largely listed as inhibitors; Fluorescence polarization, FITC-PTAP peptide / Tsg101 binding; active = well fitted inhibition curve with a large enough effect in the main read-out, with a control signal flat, not every such curve was filed as active; inconclusive = small, poorly fitted or top-dose-only effect, or effect the other way, or a change in a side signal; inactive = no such curve, though single readings can be large or run the other way; note: potency is the fitted concentration of half-maximal effect; % of control where 0% means no effect
Target sequence (Q99816 whole entry, looked up): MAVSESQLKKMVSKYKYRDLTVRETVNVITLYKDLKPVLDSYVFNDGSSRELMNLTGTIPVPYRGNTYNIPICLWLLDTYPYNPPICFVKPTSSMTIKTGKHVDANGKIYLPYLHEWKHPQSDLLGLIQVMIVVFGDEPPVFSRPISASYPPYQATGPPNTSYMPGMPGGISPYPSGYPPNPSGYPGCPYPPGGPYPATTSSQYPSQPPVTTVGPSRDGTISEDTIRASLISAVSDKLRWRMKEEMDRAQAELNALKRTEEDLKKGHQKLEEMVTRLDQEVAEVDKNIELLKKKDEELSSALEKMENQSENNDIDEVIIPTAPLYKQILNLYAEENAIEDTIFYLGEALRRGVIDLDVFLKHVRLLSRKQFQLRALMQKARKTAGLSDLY
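FP read-out: FITC-PTAP peptide, 50 nM final, binding Tsg101 binding domain, 10 uM final; 20 min, r.t.; 10 mM HEPES pH 7.5, 0.15 M NaCl, 0.01% Tween 20, 3 mM EDTA, 0.1 mM TCEP.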
Tb PFK inh: qHTS Assay to Find Inhibitors of T. brucei phosphofructokinase; Potency, µM (doses to about 57.5 µM), inactives show top-dose activity, negative = inhibition, most hits filed as inhibitors; 0.17% of 330,000 active; AID 485367, 2010; T. brucei PFK, ADP-Glo luminescence;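 note: potency is the fitted concentration of half-maximal effect; 0% = uninhibited 1x PFK enzyme wells and -100% = no-enzyme wells; nearly all actives have a fitted effect of over 60% in size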
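ADP-Glo luminescence quantified ADP after 45 min at room temperature, with 1.25 nM T. brucei PFK, 0.1 mM ATP and 0.5 mM fructose-6-phosphate in pH 8.0 TEA buffer. qHTS titrations up to 57 µM; curves classified by quality.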
S-ASM inh: Inhibitors of Secretory Acid Sphingomyelinase (S-ASM): qHTS. Sphingomyelin phosphodiesterase (Homo sapiens), P17405. placental ASM, HMU-PC fluorogenic substrate, 60 min. Potency, µM (titrated, usually from 57.5 µM), for the others: at the highest dose activity change, negative = inhibition, actives largely listed as inhibitors. 0.006% of 340,000 active; note: potency is the fitted concentration of half-maximal effect
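Steps: dispense placental human ASM, pin compound, wait 10 min at room temperature, add HMU-PC0 substrate at 9 uM final, incubate 60 min at 37 °C, add stop solution raising pH to 10, read fluorescence.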
TCR activator: Activators of T cell receptors: qHTS campaign; Potency, µM (titrated, usually from 9.22 µM), inactives show top-dose activation of IL-2 secretion, most hits filed as activators; AID 504894, 2011; primary human leukocytes, anti-CD3, IL-2 HTRF, 48 h; 330,000 tested, under 10 active; note: % of control where 0% means no effect
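48 hr co-incubation of compounds, a-CD3 beads and primary human leukocytes; IL-2 quantified homogeneously by HTRF with anti-IL-2 K and d2 conjugates.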
Eya2 phos inh: qHTS Assay for Inhibitors of the Phosphatase Activity of Eya2 | Protein phosphatase EYA2 (Homo sapiens), O00167 | recombinant Eya2, OMFP fluorescence dephosphorylation (OMFP is methylfluorescein phosphate) | Potency, µM (doses to about 76.9 µM), without a hit: at the top dose activity, negative = inhibition, actives largely listed as inhibitors | 0.006% of 330,000 active; note: potency is the fitted concentration of half-maximal effect; % is set by controls: 0 for no effect and ±100 for the full control effect
Target sequence (O00167 whole entry, looked up): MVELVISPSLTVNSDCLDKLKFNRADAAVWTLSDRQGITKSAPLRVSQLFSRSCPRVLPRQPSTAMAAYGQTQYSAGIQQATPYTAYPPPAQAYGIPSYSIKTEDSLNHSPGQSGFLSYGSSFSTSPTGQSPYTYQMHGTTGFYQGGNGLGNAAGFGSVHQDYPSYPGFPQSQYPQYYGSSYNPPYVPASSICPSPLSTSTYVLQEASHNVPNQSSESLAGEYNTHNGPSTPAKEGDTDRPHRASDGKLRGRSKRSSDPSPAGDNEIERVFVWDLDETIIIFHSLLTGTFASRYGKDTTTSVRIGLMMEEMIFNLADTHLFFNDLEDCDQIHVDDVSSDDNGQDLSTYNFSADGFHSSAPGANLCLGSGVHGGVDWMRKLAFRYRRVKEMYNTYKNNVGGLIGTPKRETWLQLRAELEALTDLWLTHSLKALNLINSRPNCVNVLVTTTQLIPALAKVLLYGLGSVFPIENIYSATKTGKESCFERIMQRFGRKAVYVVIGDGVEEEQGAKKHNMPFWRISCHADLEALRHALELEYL
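Eya2 protein (added as 0.2 uM solution) was preincubated with compound for 10 min at ambient temperature in 50 mM HEPES pH 7.5, 50 mM NaCl, 5 uM MgCl2, 0.05% BSA, 1 mM DTT. OMFP (added at 50 uM) then reacted 10 min; fluorescence read at 485/525 nm.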
Chronic BCR inh: qHTS Assay to Find Inhibitors of Chronic Active B-Cell Receptor Signaling | 0.05% of 340,000 active | AID 493014, 2011 | Potency, µM (titrated, usually from 46.1 µM), for inactives: at the top dose ratio change, negative = lower green/red ratio, usual class: inhibitors | ABC-DLBCL IkBa-CBG/CBR reporter, luminescence ratio, 4 h; active = well fitted inhibition curve with a large enough effect in the signal ratio, with a control signal flat, not every such curve was filed as active; inconclusive = small, poorly fitted or top-dose-only effect, or effect the other way, or a change in a side signal; the % refers to the signal ratio;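 note: potency is the fitted concentration of half-maximal effect; plate controls were basal doxycycline-induced cells for no effect and cells given 10 µM MG132 for full effect; MG132 reads +100%, hits lower the ratio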
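Doxycycline induced both beetle luciferases in TMD8 lymphoma cells; IKK-driven degradation limits the IkappaBalpha-fused green signal, while red luminescence normalises for cell number and nonspecific effects. Compounds tested up to 46 uM, 4 hrs.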
TSHR antagonist: Antagonists of the Thyroid Stimulating Hormone Receptor: HTS campaign. activity change, negative = inhibition, % at 11.5 µM. TSHR-expressing cells, TSH-stimulated cAMP HTRF, 2 h; hits give low values. 0.2% of 330,000 active. Thyrotropin receptor (Homo sapiens), P16473;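 active = activity change below a set negative limit, meaning inhibition stronger than a set level, cut at about -70% in these data; inconclusive = activity change between two set negative limits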; note: % is set by controls: 0 for no effect and ±100 for the full control effect
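TSHR-expressing cells were treated with compounds, then stimulated with TSH at EC80 (4nM final) for 2 hours at 37 deg C. Cellular cAMP was measured by HTRF competition between lysate cAMP and cAMP-d2 for a cryptate-labelled anti-cAMP antibody.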
The depositor's hits bear a star; i = inactive; ? = inconclusive; nt = not tested or not shown; [ ] = dose if it differs, or a comment. Unless noted, calls come from the whole dose curve; as a rule, active = well fitted curve in the direction sought with a large enough effect; inconclusive = small, poorly fitted or top-dose-only effect, or another doubt; inactive = no such curve, though single readings can be large; an effect the other way counts as inactive or inconclusive.

Structure	A-T KAP1 phos	Mito fusion act	ELG1 repair inh	a7 integrin act	TSG101-PTAP inh	Tb PFK inh	S-ASM inh	TCR activator	Eya2 phos inh	Chronic BCR inh	TSHR antagonist
CCC(=O)N1CCc2cc(S(=O)(=O)NCCC(=O)NC3CCCc4ccccc43)ccc21 (stereo not drawn)	1%	0%	?	-15%	-4%	1%	0%	-5%	10%	-7%	-9
Cc1ccc(CNc2ccc3c(c2)ncn3C(C)C)cc1	0%	2%	?	0%	-9%	-10%	-3%	-8%	-6%	?	-11
Cc1ccccc1Cn1nc(C)c(NC(=O)c2cc(-c3ccco3)on2)c1C	-2%	-2%	-11%	10%	-2%	1%	1%	-5%	-15%	0%	-4
Cc1nc2cc(Cl)c(Cl)cc2nc1C	-15%	15%	?	-1%	-1%	-10%	1%	nt	-37%	11%	8
Cc1ccc(NC(=S)N2CCN(S(C)(=O)=O)CC2)cc1	20%	3%	4%	3%	-3%	-5%	3%	-4%	-13%	1%	10
CNC(=O)c1ccc(Nc2nnc(-c3ccc(C(N)=O)cc3)c3ccccc23)cc1	-7%	13%	1%	-11%	-4%	0%	37%[activator]	4%	-4%	?	1
COc1cc(CNS(=O)(=O)c2ccc3c(c2)CC(C)N3C(C)=O)cc(OC)c1OC (stereo not drawn)	2%	-21%	-4%	?	3%	-2%	7%	0%	-5%	6%	6
CC1(C)CC(=O)C2=C(C1)c1c(ccc3ccccc13)NC2c1ccc(OCC(=O)O)cc1 (stereo not drawn)	7%	-2%	7%	-12%	-2%	-8%	i	nt	19%	?	-2
COC(=O)CNC(=O)c1ccc(F)cc1	-4%	3%	2%	9%	1%	-2%	0%	-1%	0%	-5%	1
COc1ccc(C(=O)CSc2nnc(COc3ccc(C#N)cc3)n2-c2ccccc2)cc1	5%	-3%	-4%	6%	1%	4%	-1%	2%	-20%	0%	-4
Cc1cccc2c1-c1sc(C(=O)N3CCCCC3)cc1CO2	12%	-7%	?	-3%	-3%	2%	129%[activator]	5%	-3%	?	-7
Cc1ccc(Cl)cc1NC(=S)N(CCCN1CCOCC1)Cc1ccco1	-3%	2%	0%	-31%	0%	-2%	1%	-3%	-7%	1%	2
O=C(c1ccc(S(=O)(=O)NCc2ccco2)cc1)N1CCN(c2ccccc2)CC1	6%	nt	-20%	0%	0%	-11%	-1%	3%	-7%	0%	1
COc1ccc(NC(=O)C2CCCN(C(=O)Nc3ccc(F)cc3)C2)cc1OC (stereo not drawn)	0%	-1%	0%	?	-4%	0%	1%	8%	-16%	-16%	-1
Nc1nc2n(n1)C(c1cccc(Cl)c1)CC(c1ccc(F)cc1)N2 (stereo not drawn)	0%	-1%	12%	2%	0%	-1%	2%	-14%	8%	-10%	-9
C/C(=N\NC(=O)c1c(C)nc2ccccn12)c1ccc(N2CCOCC2)cc1	-10%	2%	1%	-10%	-2%	1%	3%	-6%	-4%	-8%	5
CSc1cccc(NC(=O)CCNS(=O)(=O)c2ccc3[nH]c(=O)oc3c2)c1	-13%	-1%	21%	?	-5%	-4%	0%	0%	1%	2%	9
COC(=O)/C=C1\SC(N)=NC1=O	5%	9%	-15%	21%	-6%	1%	2%	0%	-3%	15%	-4
CCc1cccc(NC(=S)N(CCCOC(C)C)C2CCN(C(C)=O)CC2)c1	-16%	4%	-18%	13%	-4%	2%	4%	4%	-4%	?	0
Cc1ccc(C(=O)NC(=S)Nc2cccc(NC(=O)c3ccccc3)c2)cc1[N+](=O)[O-]	-2%	14%	?	0%	-4%	5%	-12%	8%[46.1 µM]	2%	9%	-5
O=[N+]([O-])c1ccc(-c2nc(=S)c3c(o2)CCCC3)cc1	6%	1%	?	9%	-1%	0%	3%	-3%[46.1 µM]	-1%	3%	8
CCc1nnc(NC(=O)CN2CCN(C(=O)c3ccccc3)CC2)s1	-3%	3%	13%	0%	-5%	0%	-2%	-3%	-2%	-9%	-6
COC(=O)CSc1cc([N+](=O)[O-])cc2c1c(C1OCCO1)nn2-c1ccccc1	-1%	-5%	15%	16%	-3%	2%	4%	-5%	10%	0%	-7
C=CCN(c1ccccc1C(=O)NCC(=O)O)S(=O)(=O)c1ccccc1C	-2%	2%	5%	28%	-3%	4%	4%	4%	-12%	-17%	-2
CCCCN(C(=O)c1ccc(N(C)S(=O)(=O)c2ccc(C)cc2)cc1)c1c(N)n(CCC)c(=O)[nH]c1=O	-26%	0%	3%	-6%	2%	0%	0%	6%	-4%	4%	-2

Three compounds from above, ordered by molar mass, rising:
Structure	A-T KAP1 phos	Mito fusion act	ELG1 repair inh	a7 integrin act	TSG101-PTAP inh	Tb PFK inh	S-ASM inh	TCR activator	Eya2 phos inh	Chronic BCR inh	TSHR antagonist
Cc1nc2cc(Cl)c(Cl)cc2nc1C	-15%	15%	?	-1%	-1%	-10%	1%	nt	-37%	11%	8
Cc1ccc(CNc2ccc3c(c2)ncn3C(C)C)cc1	0%	2%	?	0%	-9%	-10%	-3%	-8%	-6%	?	-11
C/C(=N\NC(=O)c1c(C)nc2ccccn12)c1ccc(N2CCOCC2)cc1	-10%	2%	1%	-10%	-2%	1%	3%	-6%	-4%	-8%	5

Additional structures.
Structure	A-T KAP1 phos	Mito fusion act	ELG1 repair inh	a7 integrin act	TSG101-PTAP inh	Tb PFK inh	S-ASM inh	TCR activator	Eya2 phos inh	Chronic BCR inh	TSHR antagonist
CCOc1ccc(NC(=O)c2cc(F)c(F)cc2Cl)cc1OCC	-3%	6%	?	-12%	-2%	-4%	1%	4%	4%	?	-9
C=CCSc1ccc(S(=O)(=O)N2CCN(C)CC2)cn1	-9%	5%	?	0%	1%	7%	1%	0%	-4%	-2%	0
CC1SC(C)C(=O)N(CC(=O)NC2CCCCC2)C1=O (stereo not drawn)	2%	-5%	-9%	0%	-1%	-2%	2%	0%	20%	7%	17
CSc1nc(-c2ccc(Cl)cc2)nn1S(=O)(=O)c1ccccc1	10%	10%	?	-10%	-1%	5%	-7%	0%[46.1 µM]	-11%	-5%	-1
COCCn1c(SCc2cc(=O)n3cc(C)ccc3n2)nc2ccccc2c1=O	2%	-3%	-12%	nt	nt	2%	nt	nt	4%	?	6
COc1c(C)cc(Br)cc1C(=O)O	9%	-5%	16%	-14%	nt	-4%	3%	nt	9%	1%	4
O=C(NCc1ccccn1)c1ccc(Br)s1	0%	1%	?	18%	-14%	-5%	4%	-31%	-2%	14%	7
Cc1ccc(N2C(=O)c3ccccc3C2=O)cc1	-2%	6%	?	7%	-4%	-1%	0%	-9%	-4%	-9%	4
